High-throughput results deposited in PubChem BioAssay by National Center for Advancing Translational Sciences (NCATS).
D2 ag: agonists of human D2 dopamine receptor; HEK293 T-REx D2 cells, calcium flux agonist mode; hit rate 0.53% among 340,000; activation, % at 2 µM; AID 485358; P14416;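 active = activation over 3 SD above normal in the single-dose calcium agonist read, cut at about 30% in these data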; also: 0% is about no effect
Target sequence (P14416 whole entry, looked up): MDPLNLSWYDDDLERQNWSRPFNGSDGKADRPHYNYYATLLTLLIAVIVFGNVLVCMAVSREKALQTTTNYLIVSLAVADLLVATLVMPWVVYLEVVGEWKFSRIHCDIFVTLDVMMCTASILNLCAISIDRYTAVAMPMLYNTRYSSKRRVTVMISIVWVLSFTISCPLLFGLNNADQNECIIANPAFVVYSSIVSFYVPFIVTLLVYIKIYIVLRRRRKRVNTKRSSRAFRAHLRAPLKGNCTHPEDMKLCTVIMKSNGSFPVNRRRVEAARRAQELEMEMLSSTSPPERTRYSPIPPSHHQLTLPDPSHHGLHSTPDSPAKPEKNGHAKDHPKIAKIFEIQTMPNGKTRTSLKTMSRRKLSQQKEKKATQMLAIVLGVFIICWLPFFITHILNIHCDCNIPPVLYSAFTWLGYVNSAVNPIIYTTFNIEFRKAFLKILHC
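Tetracycline-induced HEK293 Trex cells with D2 receptor force-coupled to calcium signaling, plated overnight at 30 C and loaded with no-wash calcium dye. Calcium flux read kinetically for 180 s after compound addition; responses flag agonists.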
Vif-APOBEC3F blk: Vif-A3F binding inhibition. hit rate 0.2% among 390,000. HeLa A3F-eYFP + Vif (tagged APOBEC3F with the HIV-1 protein that degrades it), YFP fluorescence increase. Potency, µM (top dose mostly 46.1 µM), without a hit: at the top dose activity, negative = active; also: potency is read from the fitted curve at half-maximal effect; % of control where 0% means no effect; nearly all actives have a fitted effect of over 65% in size
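HeLa cells stably expressing A3F-eYFP plus Vif, plated and incubated overnight at 37 deg C, then exposed to compounds overnight at 37 deg C. Blocked degradation read as raised yellow fluorescence (Ex 488/Em 500-530).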
RGS4 inh: inhibitors of human regulator of G protein signaling 4; P49798; Transcreener GDP fluorescence polarization, RGS4-accelerated GTP hydrolysis; Potency, µM (titrated, usually from 114 µM), without a hit: at the top dose activity change, negative = inhibition, hits mostly inhibitors; hit rate 0.039% among 390,000; AID 504845; also: potency is read from the fitted curve at half-maximal effect; % is scaled to controls: 0 for no effect and ±100 for the full control effect; nearly all actives have a fitted effect of over 75% in size; some results filed as inactive show a strong effect at the top dose
Target sequence (P49798 whole entry, looked up): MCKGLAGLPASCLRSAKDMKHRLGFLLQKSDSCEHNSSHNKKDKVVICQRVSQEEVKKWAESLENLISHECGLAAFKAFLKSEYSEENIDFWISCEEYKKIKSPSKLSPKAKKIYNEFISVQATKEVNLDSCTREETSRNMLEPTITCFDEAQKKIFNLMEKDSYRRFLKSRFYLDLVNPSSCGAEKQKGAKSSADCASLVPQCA
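MLSMR compounds (23 nl, pin-transferred) preincubated 10 min at room temperature with a 500nM (2x) first reagent, then RGS4 at 900nM (2x) plus Transcreener GDP mix added; fluorescence polarization (620/688 nm) read before and after 90 min at 30 °C.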
ERG Ets-DNA blk: ERG Ets/DNA interaction inhibition | P11308 | fluorescence polarization, His-ERG Ets domain / labelled DNA | Potency, µM (titrated, usually from 76.9 µM), for the others: at the highest dose FP activity, negative = inhibition, actives largely listed as inhibitors | hit rate 0.028% among 370,000 | AID 624246; active = well fitted inhibition curve with a large enough effect in the polarisation, with a control signal flat; inconclusive = small, poorly fitted or top-dose-only effect, or effect the other way, or a change in a side signal; inactive = no such curve, though single readings can be large or run the other way; the % refers to the polarisation;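 also: polarization taken with two DNA probes labelled with fluorescein and Texas red; potency is read from the fitted curve at half-maximal effect; % of control where 0% means no effect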
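His-tagged ERG Ets domain (1 uM in the protein solution; 300mM KCl, 50mM Tris-HCl, 1mM EDTA, 1mM DTT, pH 7.5) received compound, then a probe mix of 5 nM fluorescein-DNA and 100nM Texas-615-DNA. Fluorescence polarization was read for both dyes.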
Vif-APOBEC3G blk: inhibitors of Vif-APOBEC3G interaction; HeLa A3G-eYFP + Vif (tagged APOBEC3G with the HIV-1 protein that degrades it), YFP fluorescence, overnight; hit rate 0.076% among 410,000; Potency, µM (series often up to 46.1 µM), without a hit: top-dose activity, negative = active, most hits filed as inhibitors; Q9HC16;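 also: potency is read from the fitted curve at half-maximal effect; % is scaled to controls: 0 for no effect and ±100 for the full control effect; nearly all actives have a fitted effect of over 60% in size; hits raise eYFP signal because A3G escapes Vif-driven loss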
Target sequence (Q9HC16 whole entry, looked up): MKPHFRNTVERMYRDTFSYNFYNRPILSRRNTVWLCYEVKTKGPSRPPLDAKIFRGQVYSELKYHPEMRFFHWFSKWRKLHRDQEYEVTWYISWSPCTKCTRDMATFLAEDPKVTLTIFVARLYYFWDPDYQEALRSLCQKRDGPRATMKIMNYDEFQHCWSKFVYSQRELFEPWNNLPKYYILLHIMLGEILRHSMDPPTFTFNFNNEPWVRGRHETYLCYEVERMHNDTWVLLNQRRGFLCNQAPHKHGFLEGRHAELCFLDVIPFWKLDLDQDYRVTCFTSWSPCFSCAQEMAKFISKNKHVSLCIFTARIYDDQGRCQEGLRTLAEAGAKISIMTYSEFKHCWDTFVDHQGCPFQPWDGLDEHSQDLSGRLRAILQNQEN
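HeLa cells stably expressing Vif and C-terminally eYFP-tagged A3G, seeded overnight at 37 deg C, then exposed to compound by pintool overnight at 37 deg C. Rise in yellow fluorescence (Ex 488/Em 500-530, Acumen) marks blocked Vif-driven A3G degradation.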
D2 antag: D2 dopamine receptor (human) antagonism | P14416 | HEK293 TREx D2 cells, calcium flux, dopamine EC80 | inhibition, % at 10 µM | hit rate 2% among 340,000 | AID 485344; in the data active = inhibition above about 30%; also: 0% is about no effect
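Inhibition of EC80 dopamine-driven calcium flux, recorded kinetically, defines activity here; cells are a tetracycline-induced HEK293 T-REx line expressing force-coupled D2.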
ALOX12 inh: ALOX12 (human) lipoxygenase inhibition; P18054; Potency, µM (series often up to 108 µM), inactives show top-dose activity change, negative = inhibition, most hits filed as inhibitors; purified 12hLO, xylenol orange hydroperoxide absorbance; hit rate 1.1% among 580,000; AID 1671190; also: potency is read from the fitted curve at half-maximal effect; % is scaled to controls: 0 for no effect and ±100 for the full control effect
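Purified human 12hLO at 150 nM in 25 mM Hepes, 0.01% Triton X-100, pH 7.0, preincubated 15 min at room temperature with compound. Reaction started with 40 uM arachidonic acid, 30 min at room temperature. Hydroperoxide measured by Fe-xylenol orange, 573/405 nm absorbance ratio.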
LDHA inh: LDHA (human) enzyme inhibition; purified LDHA, NADH/diaphorase-resazurin fluorescence; active compounds read low; activity change, % (values are at about 110 or 230 µM); hit rate 0.15% among 480,000; AID 1347041; in the data active = activity change below about -30%; inconclusive = mostly about -25% to -30%;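 also: plate controls were DMSO wells for no effect and wells without enzyme for full effect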
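Remaining NADH was detected by diaphorase (0.133 mg/mL) converting 37 µM resazurin to fluorescent resorufin, read at 0 and 20 minutes. The preceding 5-minute room-temperature reaction used 2 nM LDHA, 0.2 mM sodium pyruvate and 0.06 mM NADH at pH 7.4.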
GRP78 ERSR act: inducers of ER stress response in human glioma cells. U87-MG GRP78 promoter luciferase reporter, 16 h. Potency, µM, for inactives: at the highest dose activation, most hits filed as activators. hit rate 0.02% among 420,000; also: potency is read from the fitted curve at half-maximal effect; series mostly up to about 76 µM; % of control where 0% means no effect; nearly all actives have a fitted effect of over 35% in size
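Stably transfected U87-MG human glioma cells carrying a GRP78-based luminescent sensor were seeded at 1000 cells/well, pin-dosed with compounds and incubated 16 h. Luciferase reagent was then added, and end-point luminescence was read after 10 min at room temperature.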
Active calls of the source: *; ? = inconclusive; / = no result given; & = joins results of further samples; ! = not active in a repeat; [ ] = remark or other dose. Unless noted, calls follow the shape of the dose curve; as a rule, active = well fitted curve in the direction sought with a large enough effect; inconclusive = small, poorly fitted or top-dose-only effect, or another doubt; inactive = no such curve, though single readings can be large; an effect the other way counts as inactive or inconclusive.

Value order: D2 ag, Vif-APOBEC3F blk, RGS4 inh, ERG Ets-DNA blk, Vif-APOBEC3G blk, D2 antag, ALOX12 inh, LDHA inh, GRP78 ERSR act
O=S(=O)(c1ccc(NC(=S)NC23CC4CC(CC(C4)C2)C3)cc1)N1CCCCC1
  /, 6%, /, /, 4%, /, 45µM*, -2, -5%
O=C(c1ccc(N2CCCC2=O)cc1)N1CCN(c2ccccc2F)CC1
  55*, 4%, 7%, -9%, 0%, 6, 14%, -4, 8%
CC(C)(C)NC(=O)c1ccc(NC(=O)C2COc3ccccc3O2)cc1 (configuration not stated)
  0.9, 4%, 15%, 0%, -13%, -8, 0%, -8, -1%
COc1ccc2nc(N3CCN(C(=O)c4ccco4)CC3)sc2c1
  /, -6%, -8%, -3%, 3%, /, -18%, 5, 3%
COc1ccc(OC)c(NC(=O)COC(=O)c2ccc(S(=O)(=O)N3CCCCC3)cc2)c1
  /, 0%, /, /, -1%, /, 1%, -9, -2%
COc1ccc2cnn(CCOc3ccccc3)c(=O)c2c1OC
  -0.8, -6%, -15%, -1%, -6%, 7, 0%, -4, -10%
Cc1ccc(/C=C2\SC(=S)N(CCCC(=O)Nc3nccs3)C2=O)cc1
  2.6, -18%, -6%, 3%, -3%, -7, -12%, -6, -11%
Cc1ccc(CS(=O)(=O)CC(C)(O)c2ccc(Cl)cc2)cc1 (configuration not stated)
  -0.1, 2%, 18%, 7%, 1%, -21, /, -4, -2%
Cc1cc(F)ccc1S(=O)(=O)N1CCCOC1CNC(=O)C(=O)NC1CCCC1 (configuration not stated)
  -0.2, 8%, 0%, -2%, -3%, 8, 0%, -2, -7%
COc1ccc(NC(=S)NCc2cccs2)cc1OC
  -0.6, -5%, -17%, -11%, 3%, -15, -14%, 0, 2%
COc1ccc(CCNC(=O)C(=O)Nc2ccc(C)cc2)cc1OC
  -1.1, -10%, -3%, -3%, -43%, /, -25%, -3, -1%
Cc1ccccc1NC(=O)CN1C(=O)S/C(=C\c2ccc(-c3cccc(C(=O)O)c3C)o2)C1=O
  -0.9, 5%, -22%, -5%, -7%, 7, -18%, -19, -2%
CC1CCCCN1CC(=O)N1CCCc2c1c(=O)oc1ccc(OCc3ccccc3)cc21 (configuration not stated)
  -1.5, 1%, -11%, 8%, 5%, /, ?, -3, -4%
CCc1cccc(NC(=O)C2CCCC2)c1
  0.2, -9%, 26%, 2%, 0%, -1, -1%, 3, -2%
Cc1nn(C(C)C(=O)Nc2sc3c(c2C#N)CCCC3)c(C)c1[N+](=O)[O-] (configuration not stated)
  -0.7, 0%, -2%, /, -3%, 6, 13%, 1, -2%
COc1ccc(C(=O)/C(=C\N(C)C)n2nc(C)cc2C)cc1
  0.7, 0%, 5%, -11%, 0%, 2, -11%, 0, -5%
O=C(O)c1ccccc1Nc1ccccc1
  0.8, -3%, 0%[56.9 µM], -16%, -3%, -8, -15%, -3, 0%&-4%&3%&-2%&-4%
FC(F)(F)c1ccccc1-n1c(CN2CCCCC2)n[nH]c1=S
  -0.6, 18%, -24%, -2%, 2%, -2, ?, -5, 1%
O=C(CCNC(=O)c1ccc(Cl)cc1)Nc1cccc(S(=O)(=O)N2CCCCC2)c1
  0.1, -4%, -14%, -9%, -1%, -4, -27%&-3%, 4&5, -2%
C/C(=N\Nc1nc2ccccc2[nH]1)c1ccc(C)o1
  -0.3, 9%, 0%, -3%, -3%, 6, -25%, -3, 2%
CCCCN(CC)C(=O)c1ccc2c(c1)OCO2
  -0.7, -11%, 10%, 1%, 0%, -10, ?, -3, -3%
CCOCCCNC(=O)/C=C1\Sc2ccccc2N(Cc2ccccc2F)C1=O
  -0.2, -3%, 10%, -10%, -11%, 2, 17%, -8, 5%
Cc1c(C(=O)N/N=C/c2ccncc2)nnn1-c1nonc1N
  0.3, 0%, -2%, 4%, -3%, 0, 3%, -11, -1%
Cc1cc(Br)cc2c1N(Cc1ccccc1OC(C)C)C(=O)C2=O
  0.3, /, ?, 3%, /, /, 4.5µM*!, 32&15, /
COC(=O)c1cc2oc3ccccc3c2n1CC(=O)Nc1ccc(C)cc1C
  -0.1, -13%, 50%, -2%, 2%, /, -10%, -3, 3%
Cc1ccc(-c2nc(NC(=O)CSc3nc(C)nc4sc5c(c34)CCCC5)ns2)cc1
  0.6, 5%, -12%, 0%, 5%, /, -8%, -16, -4%
CC(=O)Oc1oc(-c2ccccc2)nc1C=Nc1ccc(N(C)C)cc1
  -0.3, -2%, -10%, -1%, -2%, -36, 0%, -3, 6%
O=C(/C=C\Nc1cccc(F)c1)c1cccs1
  0.4, -2%, 5%[11.4 µM], 5%, -3%, 15, 1%, -3, -4%
CCCCn1c(N)c(N(CCOC)C(=O)C2CCN(S(=O)(=O)c3ccc(C)cc3C)CC2)c(=O)[nH]c1=O
  0.0, -7%, 10%, -1%, -1%, -5, ?, 3, -5%
COc1ccccc1-n1c(SCC(N)=O)nnc1-c1ccccc1
  -1.0, 2%, 17%[11.4 µM], 0%, -2%, 11, -18%, -8, -4%
CCn1c(CN2C(=O)CSc3ccccc32)n[nH]c1=S
  0.0, 15%, -12%, -21%, 4%, -6, ?, -8, -3%
O=C(NCC(c1ccco1)N1CCCC1)c1cc(S(=O)(=O)N2CCOCC2)ccc1Cl (configuration not stated)
  0.2, -3%, 4%, 8%, -1%, -21, 30%[activator], -3, -5%
Cc1cccc(-n2c(C)cc(C=C(C#N)C#N)c2C)c1
  -1.1, 0%, -24%, 11%, 0%, 0, -12%, -4, -4%
COc1cc(-c2nnc(COC(=O)C3c4ccccc4Oc4ccccc43)o2)cc(OC)c1OC
  0.0, 0%, -27%, 0%, -11%, 3, 0%, 2, -1%
O=C(CC1N=C2c3ccccc3N=C(SCc3cccc(Cl)c3)N2C1=O)NCCc1ccccc1 (configuration not stated)
  0.5, -6%, 5%, 3%, -13%, /, -14%, -1, -4%
COC(=O)c1cc(N2CCNCC2)nc2ccccc12
  0.4, 1%, -12%[11.4 µM], -10%, 0%, -3, 0%, -1, -2%
O=C(NCc1cccs1)C1CCN(C(=O)N2CCOc3ccccc32)CC1
  -1.5, 0%, 25%, 1%, 4%, /, -10%, -7, -2%
COc1ccc(-c2csc(N3CCN(C(=O)c4ccccc4)CC3)n2)cc1
  -0.3, -1%, 15%, -4%, 3%, -39, 4%, -7, 1%
c1ccc2c(-c3nc(C4CCCCC4)no3)cc(-c3ccncc3)nc2c1
  /, -5%, 21%, 5%, 2%, /, /, -5, -3%
O=C(CSc1nccn1-c1ccc(F)cc1)NCc1ccc(F)cc1
  0.3, 8%, -10%, 38%[activator], 2%, 18, 0%, 2, -1%
Cn1c(=O)c2sccc2n2c(CCCC(=O)NCc3cccnc3)nnc12
  0.1, -1%, 19%, 6%, -1%, 7, 12%, -11, -12%
COc1cccc(NC(=O)Cc2nc(-c3ccccc3)sc2-c2ccc(C)cc2)c1
  0.7, 10%, 2%, 4%, -3%, 5, -17%, 0, 1%
Cc1ccc(S(=O)(=O)NCC2(c3ccccc3)CCN(C)CC2)cc1
  0.5, 7%, 27%, 3%, 4%, -12, 0%, -1, -4%
COc1ccc(Sc2nnc(Cc3ccccc3)c3ccccc23)cc1
  2.4, -16%, 22%, -2%, -13%, 11, ?, 2, 6%
CCC(=O)NCCn1c(C)cc2ccccc21
  1.3, -11%, -20%, ?, 0%, -14, /, 0, 0%
CCN(CC)C(=O)Oc1ccc(Br)cc1C(=O)Nc1ccc(F)cc1F
  0.1, 4%, 10%, 4%, -2%, -6, ?, -2, -4%
CCOC(=O)C1CCN(Cc2ccc(F)c(Br)c2)CC1
  0.4, ?, 16%, 15%, 1%, -5, ?, -11, -4%

Arranged by the number under ALOX12 inh (falling): 4 of the compounds above
mol	Vif-APOBEC3F blk	RGS4 inh	ERG Ets-DNA blk	D2 antag	ALOX12 inh	LDHA inh
Cn1c(=O)c2sccc2n2c(CCCC(=O)NCc3cccnc3)nnc12	-1%	19%	6%	7	12%	-11
COc1ccc(-c2csc(N3CCN(C(=O)c4ccccc4)CC3)n2)cc1	-1%	15%	-4%	-39	4%	-7
COC(=O)c1cc(N2CCNCC2)nc2ccccc12	1%	-12%[11.4 µM]	-10%	-3	0%	-1
O=C(CC1N=C2c3ccccc3N=C(SCc3cccc(Cl)c3)N2C1=O)NCCc1ccccc1 (configuration not stated)	-6%	5%	3%	/	-14%	-1

These rows are one share of the data; count on the stated rates, not on these rows.
